Source: PubChem
LYPLA2 counter: LYPLA2 inhibitors, primary screen, counter-screen for PME1 inhibitor project, biochemical, fluorescence polarization, FP-Rh probe ABPP; recombinant LYPLA2; inhibition, % at 5.9 µM; hit rate 0.38% among 320,000; AID 2177, 2009;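 active means inhibition above the screen-wide mean plus 3 SD, limit set per campaign, cut at about 26% in these data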;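 further: 0% = LYPLA2 with DMSO and 100% = wells lacking LYPLA2 enzyme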
LYPLA1 counter: LYPLA1 inhibitors, primary screen, counter-screen for PME1 inhibitor project, biochemical, fluorescence polarization, FP-Rh probe ABPP | Acyl-protein thioesterase 1 (Homo sapiens), O75608 | recombinant LYPLA1 | inhibition, % at 5.9 µM | hit rate 0.16% among 320,000;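 active means inhibition above the mean of all tested compounds plus 3 SD, set per campaign, cut at about 14% in these data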;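 further: inhibitors block serine hydrolase probe labeling of LYPLA1 so polarization falls; 0% = enzyme with DMSO and 100% = wells lacking LYPLA1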
PREPL inhibitor: PREPL enzyme inhibitors, primary screen, biochemical, fluorescence polarization | Prolyl endopeptidase-like (Homo sapiens), Q4J6C6 | recombinant PREPL, fluorescence polarization activity-based probe | inhibition, % at 5.96 µM | hit rate 0.68% among 320,000; in the data active means inhibition above about 43%;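 further: 0% = enzyme with DMSO and 100% = wells lacking enzyme; many of its hits are not listed in these tables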
PAD4 inh: human PAD4 inhibitors, primary screen, biochemical, fluorescence polarization, 1536-well format | recombinant PAD4, RCA probe fluorescence polarization | AID 485272, 2010 | inhibition, % at 6.36 µM | hit rate 0.41% among 330,000;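 active means percent inhibition above a cutoff equal to the mean of all tested compounds plus 3 SD, cut at about 15% in these data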;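 further: 0% = PAD4 with RCA probe and DMSO and 100% = probe without PAD4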
PAFAH1B2 inh: PAFAH1B2 enzyme inhibitors, primary screen, biochemical, fluorescence polarization, human; Platelet-activating factor acetylhydrolase IB subunit alpha2 (Homo sapiens), P68402; recombinant PAFAH1B2, FP-rhodamine activity probe; inhibition, % at 3.39 µM; hit rate 1.2% among 340,000;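 active means inhibition above the mean of all tested compounds plus 3 SD, cut at about 24% in these data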;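 further: 0% = enzyme with DMSO and 100% = wells lacking PAFAH1B2; many of its hits are not listed in these tables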
Target sequence (P68402 whole entry, looked up): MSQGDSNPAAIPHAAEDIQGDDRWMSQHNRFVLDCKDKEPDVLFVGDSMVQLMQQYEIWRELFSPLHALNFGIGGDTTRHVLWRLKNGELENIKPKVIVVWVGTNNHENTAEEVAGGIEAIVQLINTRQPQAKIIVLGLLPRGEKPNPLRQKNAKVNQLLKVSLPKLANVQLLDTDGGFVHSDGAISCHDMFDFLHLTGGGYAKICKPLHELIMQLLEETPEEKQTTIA
GSTO1 counter: inhibitors of recombinant GSTO1, primary screen, counter-screen for RBBP9 inhibitor project, biochemical, fluorescence polarization. Glutathione S-transferase omega-1 (Homo sapiens), P78417. activity-based probe fluorescence polarization. inhibition, % at 5.96 µM. hit rate 1.1% among 300,000. AID 1974, 2009;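 active means inhibition above the campaign mean inhibition plus 3 SD, cut at about 35% in these data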;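 further: 0% = GSTO1-1 with DMSO and 100% = wells lacking GSTO1-1 enzyme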
Target sequence (P78417 whole entry, looked up): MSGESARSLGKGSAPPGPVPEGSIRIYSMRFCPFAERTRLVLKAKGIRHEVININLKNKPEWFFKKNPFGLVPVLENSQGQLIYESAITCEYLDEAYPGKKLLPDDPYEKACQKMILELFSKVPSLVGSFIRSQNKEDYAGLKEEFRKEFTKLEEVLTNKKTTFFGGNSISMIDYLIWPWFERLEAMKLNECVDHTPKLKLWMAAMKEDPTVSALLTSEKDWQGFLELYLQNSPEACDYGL
pPAFAH FP inh: pPAFAH enzyme inhibitors, primary screen, biochemical, fluorescence polarization, human. Platelet-activating factor acetylhydrolase (Homo sapiens), Q13093. recombinant pPAFAH, FP-rhodamine probe fluorescence polarization. inhibition, % at 3.39 µM. hit rate 1.5% among 330,000;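 active means inhibition above the mean inhibition across the screen plus 3 SD, cut at about 25% in these data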;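 further: inhibitors block binding of the rhodamine activity-based probe so polarization drops; 0% = enzyme with DMSO and 100% = wells lacking pPAFAH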
PAFAH1B3 inh: PAFAH1B3 enzyme inhibitors, primary screen, biochemical, fluorescence polarization, human | recombinant PAFAH1B3, FP-rhodamine probe | hit rate 0.28% among 340,000 | inhibition, % at 3.39 µM | AID 492972, 2010 | Platelet-activating factor acetylhydrolase IB subunit alpha1 (Homo sapiens), Q15102;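 active means inhibition above the screen-wide average of all tested compounds plus 3 SD, cut at about 25% in these data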;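 further: 0% = enzyme with DMSO only and 100% = wells lacking PAFAH1B3 protein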
Target sequence (Q15102 whole entry, looked up): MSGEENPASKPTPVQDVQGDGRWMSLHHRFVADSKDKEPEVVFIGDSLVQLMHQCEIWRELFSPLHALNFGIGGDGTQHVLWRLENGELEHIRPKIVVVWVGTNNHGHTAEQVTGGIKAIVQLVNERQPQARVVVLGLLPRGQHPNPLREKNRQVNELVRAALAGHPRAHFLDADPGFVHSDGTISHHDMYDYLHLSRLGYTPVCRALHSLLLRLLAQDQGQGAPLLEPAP
PME-1 inh: PME-1 inhibitors via competitive probe labeling, primary screen, biochemical, fluorescence polarization, FP-Rh probe, HTS. Protein phosphatase methylesterase 1 (Homo sapiens), Q9Y570. recombinant PME-1. inhibition, % at 5.9 µM. hit rate 0.53% among 320,000. AID 2130, 2009;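 active means inhibition above the campaign mean of all compounds plus 3 SD, cut at about 26% in these data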;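 further: competitive labeling of PME-1 active site by serine hydrolase directed probe; 0% = PME-1 with DMSO and 100% = wells lacking PME-1 enzyme; inhibitors block probe labeling so polarization falls and inhibition rises; many of its hits are not listed in these tables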
Target sequence (Q9Y570 whole entry, looked up): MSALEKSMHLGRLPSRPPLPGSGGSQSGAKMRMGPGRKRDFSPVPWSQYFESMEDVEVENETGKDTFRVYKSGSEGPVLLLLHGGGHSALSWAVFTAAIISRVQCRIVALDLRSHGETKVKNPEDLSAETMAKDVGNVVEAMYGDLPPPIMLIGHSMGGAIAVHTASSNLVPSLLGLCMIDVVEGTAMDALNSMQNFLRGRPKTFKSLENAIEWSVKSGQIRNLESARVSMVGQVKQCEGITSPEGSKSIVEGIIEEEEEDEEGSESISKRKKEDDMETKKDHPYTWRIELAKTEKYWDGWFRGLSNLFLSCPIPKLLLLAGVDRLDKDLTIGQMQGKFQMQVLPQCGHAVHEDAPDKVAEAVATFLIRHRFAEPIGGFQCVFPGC
The depositor's hits bear a star; . = not tested or not shown. Some of the compounds tested, so the mix of outcomes need not match the whole.

SMILES | LYPLA2 counter | LYPLA1 counter | PREPL inhibitor | PAD4 inh | PAFAH1B2 inh | GSTO1 counter | pPAFAH FP inh | PAFAH1B3 inh | PME-1 inh
O=C1Nc2cc(Cl)c(Cl)cc2N(O)N1c1cccc(Cl)c1 | 6 | -3 | -8 | 2 | 3 | -5 | 3 | 1 | 0
C/C(CC(=O)Nc1ccc(Cl)cc1Cl)=N\NC(N)=S | 0 | -2 | -1 | -2 | 2 | 3 | 4 | -1 | -1
CC(C)(C)NS(=O)(=O)c1ccc(NC(=O)c2cc(-c3ccccc3)nc3ccccc23)cc1 | -37 | -24 | -10 | 1 | -4 | -6 | -6 | -11 | -9
O=C(c1cccs1)N1C(=O)c2cccc3cccc1c23 | 18 | 5 | 12 | 3 | -2 | 2 | -2 | 0 | 11
CCN1C(=O)[C@H]2[C@@H](c3ccc(-c4cc(C(C)=O)cs4)cc3)N[C@@](Cc3ccccc3)(C(=O)OC)[C@H]2C1=O | . | . | -6 | -1 | -4 | . | 2 | 1 | .
C/C(=N\OCC(=O)Nc1ccccc1Br)c1cccs1 | -5 | 1 | -2 | -7 | -1 | -7 | -6 | 0 | -2
COc1cccc(CNC(=O)CN2CCC(c3nc4ccc(C)cc4[nH]3)CC2)c1 | -2 | -4 | -7 | -4 | -5 | -17 | 4 | 8 | -1
O=C(Nc1cccnc1)c1cc2nc(C3CC3)cc(C(F)(F)F)n2n1 | -8 | -6 | 0 | -1 | -2 | 3 | 0 | 1 | -4
CCC(C(=O)NC1CCCC1)N(C(=O)Cn1nnc(-c2ccc(C)o2)n1)c1ccc(OC)cc1 (centres undefined) | 0 | 1 | -7 | -5 | 5 | -1 | -2 | 3 | 0
CCCCCN(C(=O)NC(=O)Nc1ccc(C)cc1C)S(C)(=O)=O | 3 | 3 | -6 | -4 | 2 | 1 | 1 | 9 | -2
Cc1cc(C(=O)CCl)c(C)n1CCc1ccc(Cl)cc1 | -2 | -5 | 3 | -2 | 8 | 88* | 3 | 4 | 17
CS(=O)(=O)N1CCN(c2cnn(-c3ccccc3)c(=O)c2Cl)CC1 | 10 | 9 | -2 | 2 | 6 | 0 | 1 | 7 | -2
COc1ccc2nc(NC(=S)NC(=O)c3ccco3)sc2c1 | 8 | 3 | 2 | -4 | 1 | 8 | 5 | -8 | 0
CCOc1ccc(/C=N/NC(=O)c2nnn(-c3nonc3N)c2COc2ccc(F)cc2)cc1 | 2 | 0 | -14 | -4 | -2 | 2 | 0 | -2 | -4
CCCCn1c(N)c(N(CC)C(=O)c2ccccc2F)c(=O)[nH]c1=O | 2 | 2 | 0 | -2 | 1 | 5 | -1 | -4 | -3
CC(C)C(=O)Nc1nc2c(ncn2C2CC(O)C(CO)O2)c(=O)[nH]1 (centres undefined) | 0 | -1 | -1 | -2 | 1 | 1 | 4 | 2 | -3
CCC(C(=O)NC1CCCC1)N(Cc1ccco1)C(=O)Cn1nnc(-c2ccc(C)cc2)n1 (centres undefined) | -4 | -1 | 17 | -7 | 6 | 4 | 3 | -4 | -3
CC1=CC(C)C2C(=O)N(c3ccccc3)C(=O)C2C1 (centres undefined) | 8 | 0 | 8 | 4 | 4 | 9 | -3 | -8 | 1
Cc1sc2nc(CSCC(=O)Nc3c(Cl)cccc3Cl)[nH]c(=O)c2c1C | -9 | -7 | -31 | -14 | -12 | -14 | -1 | -22 | -1
CC(=O)Nc1cccc(NC(=O)CSc2nnnn2Cc2ccccc2)c1 | 4 | -3 | -21 | 2 | 3 | -2 | 4 | 5 | -1
Cc1nc2sccn2c(=O)c1S(=O)(=O)Nc1ccc(N2CCN(C(=O)C(C)C)CC2)cc1 | -4 | -1 | 11 | 2 | 3 | 4 | -3 | -7 | -7
O=C(Nc1nc(-c2cc(Cl)sc2Cl)cs1)c1ccccc1 | -47 | -28 | -6 | 0 | -11 | -11 | -27 | -21 | -44
CC(C)(C)c1ccc(Oc2ccc(N)cc2)cc1 | 5 | 6 | 10 | -1 | 6 | -1 | 4 | 6 | 1
CSc1nnc(N2C(=O)C(O)=C(C(=O)c3ccco3)C2c2ccccc2F)s1 (centres undefined) | -1 | -2 | 14 | -15 | -2 | -9 | 6 | 5 | -7
Cc1cc(O)c(-c2cc(C(=O)NCCc3ccc(S(N)(=O)=O)cc3)[nH]n2)cc1C | -6 | -3 | 14 | -4 | 0 | -12 | 15 | -3 | 2
CC(=O)c1cc2c(cc1NC(=O)C1CN(C(C)=O)c3ccccc3O1)OCO2 (centres undefined) | . | . | 16 | -13 | 9 | . | -1 | 1 | .
Fc1cccc(Cl)c1CSc1nnc(COc2cccc3cccnc23)o1 | 5 | -2 | -34 | 2 | 5 | -1 | 8 | -1 | 9
COc1ccc(C2=NOC(COc3ccc4c(C)cc(=O)oc4c3)C2)c(OC)c1 (centres undefined) | 28* | 2 | 2 | 0 | . | -2 | -4 | . | -7
NC(=O)CSc1nnc(-c2ccc3c(c2)OCO3)o1 | -2 | 3 | 13 | 0 | . | -2 | -2 | . | 1
CCOC(=O)C1=C(C)Nc2nc3ccccc3n2C1c1cccs1 (centres undefined) | 0 | 3 | 6 | -4 | 0 | 0 | 4 | -1 | -1
Clc1ccc(Nc2ncn[nH]2)cc1 | 7 | 5 | -4 | -4 | 2 | -5 | 0 | 9 | -2
O=C(Cc1ccccc1)Nc1cccc(N2C(=O)C=CC2=O)c1 | -8 | -3 | -11 | -1 | -3 | -11 | 10 | 4 | -3
Cc1ccc(C(c2sc3ncnn3c2O)N2CCC(C)CC2)cc1 (centres undefined) | -6 | -6 | -6 | 0 | 3 | 9 | -4 | 3 | -2
CCS(=O)(=O)N1CCC(C(=O)NCCN2CCN(Cc3ccccc3)CC2)CC1 | -3 | -4 | 5 | 1 | 4 | -3 | 6 | -8 | -3
CCc1c(C)sc(NC(=O)CC#N)c1C#N | -8 | -8 | 23 | -6 | 9 | 31 | 35* | 8 | -2
O=[N+]([O-])c1cc(/C=N/N2CCOCC2)cs1 | -2 | -2 | -5 | -3 | 5 | 0 | 4 | 5 | -2
O=C(NNC(=O)C1CCN(Cc2ccccc2)CC1)c1cccs1 | 4 | 1 | -5 | -2 | 5 | 4 | 3 | 3 | -8
O=C(NCc1ccc2c(c1)OCO2)c1ccco1 | 0 | -2 | -1 | 2 | 9 | 8 | 1 | 12 | -1
Cc1cccnc1NC1(C(F)(F)F)N=C(c2ccccc2)NC1=O (centres undefined) | 4 | 1 | 1 | 0 | 7 | 2 | 6 | 7 | 4
COc1nccnc1NS(=O)(=O)c1ccc(NC(=O)c2cccc(C)c2)cc1 | -3 | 0 | 0 | -6 | -2 | 0 | 3 | 0 | 2

2 compounds drawn at random from those above, as already listed:
SMILES | LYPLA2 counter | LYPLA1 counter | PREPL inhibitor | PAD4 inh | PAFAH1B2 inh | GSTO1 counter | pPAFAH FP inh | PAFAH1B3 inh | PME-1 inh
Cc1cccnc1NC1(C(F)(F)F)N=C(c2ccccc2)NC1=O (centres undefined) | 4 | 1 | 1 | 0 | 7 | 2 | 6 | 7 | 4
O=C(NCc1ccc2c(c1)OCO2)c1ccco1 | 0 | -2 | -1 | 2 | 9 | 8 | 1 | 12 | -1

More entries follow.
SMILES | LYPLA2 counter | LYPLA1 counter | PREPL inhibitor | PAD4 inh | PAFAH1B2 inh | GSTO1 counter | pPAFAH FP inh | PAFAH1B3 inh | PME-1 inh
Cc1cc(=O)[nH]c(SCC(=O)c2ccccc2)c1C#N | -2 | -2 | 4 | -5 | 6 | -1 | 3 | -1 | 0
CCOc1ccccc1N1CC(C(=O)N2CCN(Cc3ccc(C#N)cc3)CC2)CC1=O (centres undefined) | -1 | 0 | 8 | -1 | -4 | . | -6 | 8 | -3
COc1cc(N2N=C(c3ccccc3)CC2c2ccccc2)c(C=O)cc1C=O (centres undefined) | 1 | -3 | 9 | 0 | 4 | -6 | 5 | -4 | 4
CC(=O)Nc1cccc(N=NN2CCOCC2)c1 | -7 | -5 | -7 | 1 | . | 7 | 3 | . | -5
COc1ccc(CC(=O)N(C)CC(=O)Nc2ccc(F)cc2)cc1S(=O)(=O)N1CCOCC1 | -2 | 4 | 0 | -3 | 2 | . | -2 | 7 | -2
CCc1ccc(C2C(C#N)=C(N)C(C#N)(C#N)C3=CCC(C(C)(C)C)CC32)cc1 (centres undefined) | 0 | -6 | 11 | 1 | 7 | 0 | 15 | 2 | 6
COc1ccc(S(=O)(=O)N2Cc3ccccc3CC2C(=O)N2CCOCC2)cc1 (centres undefined) | 2 | 2 | 4 | 2 | 2 | 6 | 3 | 2 | 0
CCN(CC)C(=O)CSc1nc2ccc(NC(=O)CSc3nnc(N)s3)cc2s1 | 6 | 1 | 10 | -4 | 0 | -7 | 7 | -1 | 2
CCN(CC)CCCNC(=O)CCn1nc(-c2ccccc2)ccc1=O | 7 | 1 | -1 | 1 | 3 | 3 | 5 | 3 | -5
CCOC(=O)C1=NN(C(C)=O)C2(CC(=O)N(c3cccc(C)c3)C2=O)C1 (centres undefined) | -4 | -2 | -1 | -5 | -1 | 7 | 0 | 2 | 4
CC(=O)c1c(C)[nH]c(C(=O)N2CCCCCC2)c1C | 3 | -5 | 4 | 0 | -2 | -1 | 4 | 9 | 1
CCCc1nnc(NC(=O)OCC)s1 | -8 | 0 | -1 | -2 | 2 | 0 | -1 | 8 | -1
COc1ccc(C2c3ccsc3CCN2C(=O)NC(C)(C)C)cc1 (centres undefined) | -1 | 1 | -13 | -7 | -4 | -3 | -6 | 7 | -3
O=C(NN1C(=O)C2C3C=CC([C@@H]2C1=O)C31CC1)c1ccccc1 (some centres undefined) | -4 | 1 | 0 | -4 | 0 | -2 | 12 | 10 | 1
CCc1ccc(Cn2nnc(C(=O)Nc3cccc(C)c3)c2N)cc1 | 3 | 4 | -4 | -2 | 1 | -1 | 4 | 3 | -2
O=C(Nc1ccccn1)C1CCN(C(=O)c2ccc(F)cc2)CC1 | 5 | 3 | -5 | 1 | 7 | 6 | 6 | 5 | 8
O=C(CN1CCN(S(=O)(=O)c2ccccc2F)CC1)NC1CCCC1 | -5 | 2 | 1 | 3 | -1 | 1 | 2 | 8 | -2
CC(C)(C)C(=O)NC1CCN(S(=O)(=O)c2cccc(C(F)(F)F)c2)CC1 | 3 | 1 | -12 | 3 | 6 | -4 | 4 | 7 | 4
COc1ccc(-c2nnn(CC(=O)N(Cc3ccc(F)cc3)C(C(=O)NC3CCCC3)c3ccc(F)cc3)n2)cc1 (centres undefined) | 1 | -2 | -11 | -1 | 3 | 5 | 0 | -2 | 0
Cc1c(NC(=O)c2ccc([N+](=O)[O-])o2)cccc1-c1nc2ncccc2o1 | -12 | -5 | 32 | -22 | 8 | 6 | -8 | 7 | -2
Fc1ccc(-c2nc3ccncc3[nH]2)cc1 | 4 | 0 | 18 | 0 | 2 | 1 | 6 | 2 | -7
COc1ccc(CN2CCNC(=O)C2CC(=O)NCc2cn3ccc(C)cc3n2)c(OC)c1 (centres undefined) | -2 | -2 | 8 | -2 | -6 | 3 | 5 | 7 | -4
